Compound activity deposited in PubChem by NCI.
Growth percent in the NCI-60 one-dose screen (48 h, 10 µM unless noted): 100 = growth as untreated, 0 = no growth, -100 = all killed.
LOX IMVI – LOX IMVI melanoma; 7.4% of 79,000 active; AID 1794757
T-47D – T-47D breast cancer; 5% of 79,000 active; AID 1794792
HS 578T – HS 578T breast cancer; 4.1% of 78,000 active; AID 1794788
MDA-MB-231 – MDA-MB-231 breast cancer. 5% of 81,000 active. AID 1794789
BT-549 – BT-549 breast cancer | AID 1794793 | 4.4% of 78,000 active
MALME-3M – MALME-3M melanoma. 5.8% of 78,000 active
MDA-MB-468 – MDA-MB-468 breast cancer | 8.5% of 78,000 active | AID 2202374
MCF7 – MCF7 breast cancer | 6.3% of 82,000 active | AID 1794796
* = called active by the depositor; nt = no result given; & = joins results of further samples. Rule for the calls: active = growth percent below 10; inactive = the rest.

Screens by letter – A = LOX IMVI; B = T-47D; C = HS 578T; D = MDA-MB-231; E = BT-549; F = MALME-3M; G = MDA-MB-468; H = MCF7
SMILES: CCN(CCC#N)c1ccccc1
  A: 102; B: 101; C: 92; D: 90; E: 110; F: 100; G: 118; H: 105

SMILES: O=C(/C=C/c1c(-c2ccc(F)cc2)nc2sccn12)c1ccc2c(c1)OCO2
  A: 87; B: 91; C: 109; D: 92; E: 86; F: 97; G: nt; H: 75

SMILES: CC(=O)Nc1cc(Cl)ccc1[N+](=O)[O-]
  A: 112; B: 115; C: nt; D: 108; E: 96; F: 116; G: 107; H: 91

SMILES: Cc1cc2cc3cc(C)c(N(C)C)cc3[n+](C)c2cc1N(C)C
  A: 26; B: 16; C: 33; D: 57; E: -29*; F: 20; G: 27; H: 14

SMILES: O=c1cc(O)c2ccccc2[nH]1
  A: 100&105; B: 115&94; C: 118; D: 105; E: 109&108; F: 109&108; G: 112&127; H: 100&103

SMILES: O=C(O)c1ccc2nc(-c3ccc(OCCCCCOc4ccc(-c5nc6ccc(C(=O)O)cc6[nH]5)cc4)cc3)[nH]c2c1
  A: 82; B: 51; C: 83; D: 105; E: 130; F: 173; G: nt; H: 82

SMILES: O=C(C=P(c1ccccc1)(c1ccccc1)c1ccccc1)c1ccc(Br)cc1
  A: 73; B: 88; C: 107; D: 78; E: 107; F: 85; G: 92; H: 92

SMILES: Nc1nc2c(nc(NCCCN3CCOCC3)n2[C@H]2O[C@@H](CO)[C@H](O)[C@@H]2O)c(=O)[nH]1
  A: 100; B: 105; C: 104; D: 106; E: 108; F: 98; G: 123; H: 100

SMILES: CCn1cnc2c(=O)[nH]c(N)nc21
  A: 98; B: 101; C: 109; D: 97; E: 96; F: 97; G: 102; H: 102

SMILES: COC12CCCC1C1(O)CCCCC1O2 (stereo unspecified)
  A: 100; B: 93; C: 112; D: 114; E: 122; F: 96; G: 105; H: 96

SMILES: Clc1nc2ccccc2nc1CI
  A: 8.2*; B: 108; C: 115; D: nt; E: 92; F: 49; G: nt; H: 91

SMILES: CN(CCOc1ccc(C#N)cc1)CCOc1ccc(C#N)cc1
  A: 85; B: 80; C: 49; D: 71; E: 91; F: 76; G: nt; H: 211

SMILES: COc1ccc(C2=NN3C(C2)c2ccccc2OC3c2ccc(/C=C3\SC(=S)N(C)C3=O)cc2)cc1 (stereo unspecified)
  A: 96; B: 89; C: 91; D: 83; E: 91; F: 94; G: 115; H: 87

SMILES: COc1ccc(-c2[nH]c3ccc(OC)cc3c2/C=C(\C#N)S(=O)(=O)c2ccccc2)cc1
  A: 36; B: 34; C: 13; D: 15; E: 47; F: 61; G: nt; H: 7.2*

SMILES: O=c1c2ccccc2nc(-c2ccccc2)n1Cc1nc2ccccc2s1
  A: 95; B: 78; C: 98; D: 88; E: 79; F: 91; G: 82; H: 68

(listing goes on)
Screens by letter – A = LOX IMVI; B = T-47D; C = HS 578T; D = MDA-MB-231; E = BT-549; F = MALME-3M; G = MDA-MB-468; H = MCF7
SMILES: O=C1NC(c2ccccc2)=CC(c2ccc(Cl)cc2)N1c1ccccc1 (stereo unspecified)
  A: 90; B: 71; C: 87; D: 91; E: 89; F: nt; G: 67; H: 67

SMILES: CN1CCN(CCCn2c3c(sc4ncccc43)c(=O)n3nnc(-c4ccccc4)c23)CC1
  A: -96*; B: 113; C: nt; D: -84*; E: 93; F: nt; G: 99; H: -91*

SMILES: Cc1ccc(C(C)(C)CC(C)(C)CC(C)(C)C)cc1CSSSSCc1cc(C(C)(C)CC(C)(C)CC(C)(C)C)ccc1C
  A: 93; B: nt; C: 108; D: 105; E: 115; F: 91; G: 106; H: 101

SMILES: COC(=N)CCCCC(=N)OC
  A: 104; B: 108; C: 109; D: 86; E: 103; F: 90; G: 89; H: 102

SMILES: O=C(C[n+]1cccc2ccccc21)c1ccc(O)c(O)c1
  A: 28; B: 42; C: 91; D: 59; E: 66; F: 54; G: 16; H: 22

SMILES: Brc1ccc2c(c1)CCCC2
  A: 102; B: 103; C: 115; D: 90; E: 114; F: 111; G: 122; H: 101

SMILES: COc1ccc(-c2nn(CC(=O)N3CCc4ccccc4C3)c(N)c2C#N)cc1
  A: 92; B: 86; C: 89; D: 86; E: 91; F: 96; G: 89; H: 92

SMILES: CC1=NN(c2cc(Cl)c(S(=O)(=O)O)cc2Cl)C(=O)C1
  A: 99&110; B: 98&113; C: 102&123; D: 97&115; E: 105&109; F: 116&106; G: 101&110; H: 106&104

SMILES: Clc1ccc(OCc2nc(-c3ccccc3)n[nH]2)c(Cl)c1
  A: 95; B: 96; C: 89; D: 99; E: 100; F: 104; G: 99; H: nt

SMILES: Cc1cnc(Nc2ccc(N3CCN(C)CC3)cc2)nc1Nc1ccc(Cl)c(NS(=O)(=O)C(C)(C)C)c1
  A: -84*; B: 40; C: -6.5*; D: 4.3*; E: -5.1*; F: 19; G: 15; H: 5.8*

SMILES: COc1cc(Cn2c(SCCN3CCOCC3)nc3ccccc3c2=O)cc(OC)c1OC
  A: 97; B: 94; C: 111; D: 86; E: 107; F: 93; G: 99; H: 95

SMILES: CC(C)c1nc2ccccc2n1S(=O)(=O)c1ccccc1
  A: 103; B: 97; C: 82; D: 102; E: 93; F: 94; G: 84; H: 97

SMILES: O=C(Nc1ccccc1)c1ccccc1O
  A: 103&102; B: 86&104; C: 113&102; D: 102&95; E: 88&81; F: 94&103; G: 108&106; H: 89&86

SMILES: NC1=NC2(CCCC2)N(c2ccc(S(=O)(=O)Nc3ccccn3)cc2)C(N)=N1
  A: 100; B: 102; C: 105; D: 103; E: 117; F: 107; G: 100; H: 99

SMILES: Cc1nc2ccc(Br)cn2c1-c1nnc(SCCC(C)C)o1
  A: 93; B: 90; C: 90; D: 71; E: 109; F: 96; G: 72; H: 73

(more compounds)
Screens by letter – A = LOX IMVI; B = T-47D; C = HS 578T; D = MDA-MB-231; E = BT-549; F = MALME-3M; G = MDA-MB-468; H = MCF7
SMILES: CCc1ccccc1NC(=O)/C(C#N)=C/c1ccc(OC)cc1
  A: 102; B: 89; C: 93; D: 105; E: 112; F: 104; G: 108; H: 106

SMILES: CSc1nn(-c2ccccc2)c2ncnc(Nc3ccc(Cl)cc3)c12
  A: 94; B: 90; C: 95; D: 74; E: 102; F: 94; G: 99; H: 103

SMILES: COc1ccc(C(=O)c2sc3nc(N)c(C#N)cc3c2N)cc1OC
  A: 95; B: 48; C: 106; D: 96; E: 77; F: 127; G: 98; H: 89

SMILES: CCC(=O)OC1=C(C)SC2=NC(c3ccc(N)cc3)=CC(c3ccc(Cl)cc3)N21 (stereo unspecified)
  A: 92; B: 93; C: 92; D: 88; E: nt; F: 104; G: nt; H: 91

SMILES: O=C1NC(=O)C(Cn2c(-c3ccccc3)nc3ccccc32)N1 (stereo unspecified)
  A: 99; B: 97; C: 93; D: 97; E: 114; F: 112; G: 99; H: 91

SMILES: O=Cc1c[nH]c2ccccc12
  A: 103; B: 117; C: 108; D: 96; E: 101; F: 115; G: 90; H: 101

SMILES: CCOC(=O)Nc1cc(F)cc(C(F)(F)F)c1F
  A: 99; B: 99; C: 110; D: 98; E: 98; F: 103; G: 90; H: 94

SMILES: NC(=O)c1ccccc1C(=O)c1ccccc1
  A: 96; B: 105; C: 96; D: 100; E: nt; F: 103; G: 90; H: 102

SMILES: O=C(CN1CCN(CC(=O)c2ccc(Cl)cc2)CC1)c1ccc(Cl)cc1
  A: 88; B: 88; C: 99; D: 106; E: 100; F: 108; G: 92; H: 96

SMILES: CCCCNc1ccncc1CO
  A: 96; B: 96; C: 112; D: 121; E: 117; F: 101; G: 110; H: 97

SMILES: CCCCCCNc1cc(C)nc2ccc(OC)cc12
  A: 61; B: 52; C: 87; D: 70; E: 76; F: 52; G: -11*; H: 59

SMILES: COc1ccc(/C=C2\SC(=S)N(/C=C3\C(=O)N(c4ccccc4)N=C3C)C2=O)cc1OC
  A: 58; B: 26; C: 46; D: 84; E: 60; F: nt; G: 93; H: 66

SMILES: CCCOC(=O)c1ccc2c(c1)[N+](=O)C(C(=O)c1ccccc1)=C(C(F)(F)F)[N+]2=O
  A: -75*; B: -83*; C: -52*; D: -90*; E: -84*; F: -74*; G: -81*; H: -70*

SMILES: COc1ccc(-c2nc(/C=C3/C(=O)Nc4ccccc43)c3ccccn23)cc1OC
  A: 83; B: 41; C: 69; D: 65; E: 85; F: 91; G: 51; H: 22

SMILES: COc1ccc(CN2C(=O)C(Cl)=C(Nc3cccc(C(F)(F)F)c3)C2=O)cc1
  A: 25; B: 61; C: 57; D: 47; E: 26; F: 52; G: nt; H: 30

Record cards, as listed above. Order of screens: LOX IMVI | T-47D | HS 578T | MDA-MB-231 | BT-549 | MALME-3M | MDA-MB-468 | MCF7
Profile of COc1ccc(-c2nc(/C=C3/C(=O)Nc4ccccc43)c3ccccn23)cc1OC = 83 | 41 | 69 | 65 | 85 | 91 | 51 | 22
Profile of O=C(CN1CCN(CC(=O)c2ccc(Cl)cc2)CC1)c1ccc(Cl)cc1 = 88 | 88 | 99 | 106 | 100 | 108 | 92 | 96
Profile of CSc1nn(-c2ccccc2)c2ncnc(Nc3ccc(Cl)cc3)c12 = 94 | 90 | 95 | 74 | 102 | 94 | 99 | 103
Profile of CCc1ccccc1NC(=O)/C(C#N)=C/c1ccc(OC)cc1 = 102 | 89 | 93 | 105 | 112 | 104 | 108 | 106

Continuation.
Screens by letter – A = LOX IMVI; B = T-47D; C = HS 578T; D = MDA-MB-231; E = BT-549; F = MALME-3M; G = MDA-MB-468; H = MCF7
SMILES: NC(=O)Cc1ccc(N)cc1
  A: 96; B: nt; C: 99; D: 88; E: 108; F: 124; G: 99; H: 95

SMILES: Cc1nn(-c2ccc(C#N)cc2)c2nc3c(nc12)c(=O)oc1ccccc13
  A: 96; B: 109; C: 117; D: 101; E: 85; F: 124; G: 116; H: 96

SMILES: c1ccc(N=C2SCCCS2)cc1
  A: 100; B: 97; C: 96; D: 101; E: 105; F: 109; G: 101; H: 96

SMILES: CC1(C)CC(=O)C(CC2=C(N)CC(C)(C)CC2=O)=C(N)C1
  A: 93; B: 99; C: 125; D: 108; E: 106; F: 94; G: 104; H: 105

SMILES: CCOC(=O)C1=C(N)N(c2ccc(C)cc2)C2=C(C(=O)CC(C)(C)C2)C1c1cccnc1 (stereo unspecified)
  A: 101; B: 101; C: 103; D: 105; E: 103; F: 94; G: 92; H: 92

SMILES: CC(C)(C)c1ccc(S(=O)(=O)Oc2ccc(NC(=O)C3CCCCCCC3)cc2)cc1
  A: 89; B: 37; C: 88; D: 80; E: 71; F: 102; G: 58; H: 47

SMILES: CS(=O)(=O)N(c1cc(-c2ccc3ncnc(Nc4ccc(F)c(Cl)c4)c3c2)cnc1Cl)S(C)(=O)=O
  A: 32; B: -11*; C: -1.9*; D: 44; E: 22; F: 9.6*; G: -20*; H: 12

SMILES: CS(=O)(=O)Oc1ccc(Br)c2cccnc12
  A: 104; B: 110; C: 103; D: 119; E: nt; F: 128; G: 99; H: 96

SMILES: O=C1C(Cl)C(c2ccc(Cl)cc2Cl)N1n1cnnc1 (stereo unspecified)
  A: 88; B: nt; C: 92; D: 111; E: 93; F: 99; G: 99; H: 93

SMILES: O=C(NNc1nc2cc(C(F)(F)F)ccc2n2cccc12)c1cnccn1
  A: -67*; B: -74*; C: 16; D: -67*; E: nt; F: -57*; G: -48*; H: -62*

SMILES: CCCCCCCCCCCCCCCCNC(=O)OCC
  A: 78; B: 96; C: nt; D: 105; E: 100; F: 105; G: 112; H: 101

SMILES: C=C(C)C1CCC2(C)OC2C1 (stereo unspecified)
  A: 108; B: 117; C: 106; D: 102; E: 99; F: 96; G: nt; H: 105

SMILES: CCN(CC)C(=O)C1CCN(C(=O)c2ccccc2)CC1
  A: 97; B: 98; C: 97; D: 105; E: 94; F: 102; G: 109; H: 97

SMILES: CCCN1CC(c2ccc(OC)c(OC)c2)=C(c2cn(C)c3ccccc23)C1=O
  A: 31; B: nt; C: 66; D: 67; E: 81; F: 102; G: 86; H: 74

SMILES: COc1ccc(NC(=S)N/N=C/c2ccc(Cl)cc2)cc1
  A: 105; B: 101; C: 111; D: 107; E: 70; F: 91; G: nt; H: 117

Next structures.
Screens by letter – A = LOX IMVI; B = T-47D; C = HS 578T; D = MDA-MB-231; E = BT-549; F = MALME-3M; G = MDA-MB-468; H = MCF7
SMILES: CC(=O)OCC(=O)[C@@]1(O)CC[C@H]2[C@@H]3CC(=C(Br)Br)C4=CC(=O)CC[C@]4(C)[C@H]3C(=O)C[C@@]21C
  A: 97; B: nt; C: 91; D: 86; E: 73; F: 98; G: 79; H: 84

SMILES: CCOC(=O)c1cc(C(=O)c2ccc(Br)cc2)n2ncccc12
  A: 91; B: 50; C: 84; D: 78; E: 58; F: 75; G: 71; H: 49

SMILES: CCN(CC)C(=O)Cn1cc(NC(=O)OC(C)(C)C)nn1
  A: 96; B: 102; C: 91; D: 100; E: 88; F: 92; G: 120; H: 95

SMILES: O=[N+]([O-])c1ccc(N2CCCC(n3cccc3)C2)c([N+](=O)[O-])c1 (stereo unspecified)
  A: 96; B: 100; C: 109; D: 105; E: 87; F: 87; G: 99; H: 101

SMILES: Nc1nc(-c2ccc(Cl)cc2)nc2c1sc(=S)n2-c1ccccc1
  A: 29; B: 15; C: 20; D: 35; E: 55; F: -16*; G: 27; H: 58

SMILES: CCCCCC(C)N (stereo unspecified)
  A: 100; B: nt; C: 109; D: 107; E: 105; F: 99; G: 107; H: 101

SMILES: COc1ccc(C(=O)CCN(C)C)cc1
  A: 101; B: 104; C: 109; D: 106; E: 114; F: 82; G: 100; H: 77

SMILES: N#C/C(=C\c1cccc2ccccc12)C(=O)Nc1sc2c(c1C#N)CCC2
  A: 101; B: 87; C: 95; D: 91; E: 99; F: 103; G: 95; H: 90

SMILES: COc1ccc(-c2nc(N3CCCC3=O)sc2Br)cc1OC
  A: 100; B: 89; C: 100; D: 94; E: 93; F: 111; G: 95; H: 97

Quoted from the listing.
For LOX IMVI, `CCCCCC(C)N` (stereo unspecified) shows 100
For HS 578T, `O=[N+]([O-])c1ccc(N2CCCC(n3cccc3)C2)c([N+](=O)[O-])c1` (stereo unspecified) shows 109
For MDA-MB-231, `Nc1nc(-c2ccc(Cl)cc2)nc2c1sc(=S)n2-c1ccccc1` shows 35
